H1N1 NS1A inhibition – H1N1 influenza NS1A inhibitors, functional cell based assay (AID 504329); NS1A functional cell-based assay, percent inhibition; higher % means a stronger effect; inhibition, % at 12.5 µM; hits with a dose series show IC50 in µM; hit rate 0.3% among 340,000; in the data active = a potency from the dose series; inconclusive = inhibition above about 27% without an active follow-up result; also: strong numbers were not always called active
M. tuberculosis – growth inhibition of non-replicating M. tuberculosis (AID 488890) | Mycobacterium tuberculosis non-replicating, growth inhibition; higher % means a stronger effect | one-dose inhibition, % at 25 µM; IC50 in µM for titrated hits | hit rate 0.39% among 320,000; in the data active = a potency from the dose series; inconclusive = inhibition mostly from about 82% at the one dose, without a potency; inactive = the rest, 99 in 100 with inhibition below about 76%;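 also: plate controls were DMSO cells for no effect and high antibiotic wells for full effect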
M. tuberculosis HTS – M. tuberculosis growth inhibition, HTS (AID 449762); M. tuberculosis H37Rv growth inhibition, 7H9 media; higher % means a stronger effect; hit rate 0.59% among 330,000; inhibition, % at 25 µM; hits with a dose series show IC50 in µM; in the data active = a potency from the dose series; inconclusive = inhibition above about 70% without an active follow-up result;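 also: bacterial growth assessed after seven days of incubation; strong numbers were not always called active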
VEEV TC-83 Vero – inhibitors of VEEV TC-83 cytopathic effect, confirmation, Vero cells (AID 588727); Vero cells, VEEV TC-83 cytopathic effect inhibition; higher % means a stronger effect; hit rate 0.13% among 350,000; inhibition, % at 20 µM; hits with a dose series show IC50 in µM; in the data active = a potency from the dose series; inconclusive = inhibition mostly from about 14% at the one dose, without a potency; inactive = the rest, 99 in 100 with inhibition below about 12%; also: strong numbers were not always called active
PhoP GFP inhibition – PhoP regulon inhibitors, Salmonella typhi PhoP promoter GFP reporter, confirmatory (AID 1850). Salmonella Typhi PhoP-promoter GFP reporter, fluorescence, 4 h; higher % means a stronger effect. inhibition, % at 50 µM, or IC50 in µM where a hit was titrated. hit rate 0.33% among 310,000; in the data active = a potency from the dose series; inconclusive = inhibition mostly from about 25% at the one dose, without a potency; inactive = the rest, 99 in 100 with inhibition below about 19%;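 also: 0% = induced wells with vehicle and 100% = uninduced wells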
VEEV TC-83 Vero 10K pilot screen – second read-out of VEEV TC-83 Vero, no call of its own (marks repeat the call); inhibition, %; measured here: 10K pilot screen inhibition
* = called active by the depositor; i = inactive; ? = inconclusive; / = not tested or not shown; & = joins results of further samples.

SMILES | H1N1 NS1A inhibition | M. tuberculosis | M. tuberculosis HTS | VEEV TC-83 Vero | PhoP GFP inhibition | others
CCOc1ccc(NC(=O)CSc2ncc(-c3ccc(F)cc3)n2Cc2ccco2)cc1 | 10% | 6% | -1% | 5.5% | 4%
COc1ccc(S(=O)(=O)N2CCOC2CNC(=O)C(=O)NCCc2c[nH]c3ccccc23)cc1C (stereo unspecified) | 0% | 33% | -1% | 9.2% | -4%
CC(=O)C1=C(O)C(=O)N(c2ccc(S(N)(=O)=O)cc2)C1c1ccc([N+](=O)[O-])cc1 (stereo unspecified) | -18% | -12% | 0% | 0.8% | -8%
CC1(C)OC(=O)C(=CNc2ccccn2)C(=O)O1 | / | -4% | 3% | 0.1% | -5%
CN(CC(=O)O)S(=O)(=O)c1ccc2c(c1)n(C)c(=O)c(=O)n2C | -3% | 0% | 0% | 0.3% | 16%
Cc1ccc(NC(=O)CCS(=O)(=O)c2ccc(Br)s2)cc1 | 5% | 25% | -1% | 2.3% | -4%
COc1ccc(S(=O)(=O)CC2(O)CCN(C(=O)CC(C)C)CC2)cc1 | -6% | -12% | 6% | i | 8%
Cn1c(O)c(C(C#N)=C2N=c3ccccc3=N2)c2ccccc21 | 18% | 41% | 3% | 2.7% | -5%
Cc1ccc(C2=NOC(C)(c3nnc(Cc4ccccc4)o3)C2)cc1 (stereo unspecified) | -2% | 2% | -1% | i | 4%
O=C(CCn1nc(-c2ccccc2)ccc1=O)N1CCCC1 | 20% | -19% | 1% | i | -7%
COC(=O)c1ccc(NC(=O)CNS(=O)(=O)c2cccs2)cc1 | 1% | 9% | 4% | i | -7%
COc1cc(/C=N/NC(=O)CCN2CCN(C(c3ccccc3)c3ccccc3)CC2)ccc1O | 15% | 39% | 4% | 0.5% | -6%
CCOc1cc(Br)c(CC(=O)O)cc1OCC | -11% | -7% | 0% | i | -1%
O=C1CCc2cc(NS(=O)(=O)c3ccc(F)cc3)cc3c2N1CCC3 | -2% | -7% | 15% | 7.5% | 4%
COc1ccc(N2CCN(C(=O)c3cc(=O)[nH]c4ccccc34)CC2)cc1 | -5% | -6% | -4% | 1.4% | 7%
Cc1cc2cc(CNC(=O)Cc3cccs3)ccc2n1C | 13% | ? | ? | 7.2% | 4%
O=C(NN1C(=O)C2C3CCC(O3)C2C1=O)c1ccc(Br)o1 (stereo unspecified) | 22% | -22% | -10% | 1.2% | -3%
CCSc1nnc(-c2ccncc2)o1 | 3% | / | -11% | i | -7%
CC1=NNC(=O)/C1=C\c1cn(-c2ccccc2)nc1-c1ccccc1 | 1% | 7.7µM* | ? | 13% | 10%
O=C(NC(=S)NNC(=O)c1ccccc1O)c1cccs1 | 11µM* | 78% | 28% | 4.0% | 8%
Cc1onc(-c2ccccc2)c1C(=O)N1CCCN2C(=O)c3ccccc3C21 (stereo unspecified) | -20% | -9% | 1% | 0.2% | -15%
O=C(Nc1ccc(N2CCOCC2)c(Cl)c1)c1ccco1 | -3% | -1% | -6% | 6.9% | -4%
CC(=O)N1CC2(C)CN(C(C)=O)CC(C)(C1)C2 | -19% | 1% | 4% | i | -10%
CCc1ccc(NC(=O)CSc2nc(N)c(NC(=O)c3ccc(F)c(F)c3)c(=O)[nH]2)cc1 | 12% | -4% | -2% | 2.0% | -7%
CC(=O)Nc1ccc(S(=O)(=O)n2cnc3cc(C)c(C)cc32)cc1 | -14% | -10% | -8% | 0.8% | 8%
O=C(NCc1ccc2c(c1)OCO2)c1c(O)c2cccc3c2n(c1=O)CCC3 | -6% | -5% | -12% | 0.5% | -10%
Cc1cccc(C(=O)NCCCN(C)CCCNC(=O)c2cccc(C)c2)c1 | -19% | 1% | 4% | 0.0% | -6%
CCCCCCCCCCOC(=O)NC1CCS(=O)(=O)C1 (stereo unspecified) | -17% | 5% | 1% | 0.1% | 2%
CCCCn1nnc(NC(=O)C(c2ccccc2)c2ccccc2)n1 | -9% | 7% | 7% | 1.0% | 3%
COc1ccc(C(=O)Nc2ccc3oc(Cc4ccc(Cl)cc4)nc3c2)cc1OC | -11% | 18% | ? | 12% | 0%

Overlap with the part before: 5 compounds; new compounds follow.
SMILES | H1N1 NS1A inhibition | M. tuberculosis | M. tuberculosis HTS | VEEV TC-83 Vero | PhoP GFP inhibition | others
O=C(NCc1ccc2c(c1)OCO2)c1c(O)c2cccc3c2n(c1=O)CCC3 | -6% | -5% | -12% | 0.5% | -10%
Cc1cccc(C(=O)NCCCN(C)CCCNC(=O)c2cccc(C)c2)c1 | -19% | 1% | 4% | 0.0% | -6%
CCCCCCCCCCOC(=O)NC1CCS(=O)(=O)C1 (stereo unspecified) | -17% | 5% | 1% | 0.1% | 2%
CCCCn1nnc(NC(=O)C(c2ccccc2)c2ccccc2)n1 | -9% | 7% | 7% | 1.0% | 3%
COc1ccc(C(=O)Nc2ccc3oc(Cc4ccc(Cl)cc4)nc3c2)cc1OC | -11% | 18% | ? | 12% | 0%
CCCN(Cc1ccccc1)C(=S)Nc1ccc(OCC)cc1 | -1% | 10% | 9% | i | 6%
COc1ccc(C2C(C#N)=C(N)OC3=C2C(=O)CC(C)(C)C3)c([N+](=O)[O-])c1OC (stereo unspecified) | 1% | 13% | -9% | 0.8% | -6%
O=C(Nc1ccccc1)OCCNC1CCCCC1 | -25% | / | / | 1.3% | /
O=C(COC(=O)Cc1ccc(F)cc1)Nc1cc(S(=O)(=O)N2CCOCC2)ccc1N1CCCC1 | -4% | 7% | 3% | 0.3% | -5%
CN1CCC(N(C)C(=O)c2ccc(Cl)c(S(=O)(=O)N(C)c3ccc(Cl)cc3)c2)CC1 | -19% | 61% | 7% | 5.0% | /
c1ccc(-n2ncc3c(NCCCN4CCOCC4)ncnc32)cc1 | -27% | -5% | 4% | 4.0% | -1%
CCc1ccc(NC(=O)CCCn2nc(CC)n3c(cc4occc43)c2=O)cc1 | -3% | 21% | 2% | 4.0% | 3%
COc1cc(/C=C2/C(=O)N(c3cccc(Br)c3)N=C2C)cc(OC)c1O | 14µM* | 2% | 9% | 0.3% | 9%
COc1ccc(CN(CC(=O)NCCc2ccccc2)C(=O)CCC(=O)Nc2cc(C)ccn2)cc1 | 5% | -2% | 1% | 1.6% | 7%
O=C(NCCCc1ccccc1)c1ccc(CS(=O)Cc2ccc(Cl)cc2)o1 (stereo unspecified) | 1% | 30% | -6% | 1.1% | 3%
Cc1nnsc1C(=O)Nc1ccccc1Cl | 2% | -7% | -2% | 1.4% | 3%
c1ccc(-c2csc(-n3cnnn3)n2)cc1 | -2% | 6% | -10% | 1.7% | 2%
CC(C)Cn1c(N)c(C(=O)CCl)c(=O)n(C)c1=O | -7% | -29% | -1% | 1.2% | -2% | VEEV TC-83 Vero 10K pilot screen=0.9
CSc1nnc(C)c(=O)n1COC(=O)COc1ccc(F)cc1 | -2% | 1% | 3% | 3.1% | 8%
NC(=O)c1ccc(N=Nc2c(O)[nH]c(=O)[nH]c2=O)cc1 | / | 3% | 7% | / | -5%

The list goes on (2 carried over from the part before).
SMILES | H1N1 NS1A inhibition | M. tuberculosis | M. tuberculosis HTS | VEEV TC-83 Vero | PhoP GFP inhibition | others
CSc1nnc(C)c(=O)n1COC(=O)COc1ccc(F)cc1 | -2% | 1% | 3% | 3.1% | 8%
NC(=O)c1ccc(N=Nc2c(O)[nH]c(=O)[nH]c2=O)cc1 | / | 3% | 7% | / | -5%
O=C(O)COc1ccc2oc3ccccc3c2c1 | -4% | 3% | 0% | 2.2% | -2%
CCOC(=O)CSc1nc(C)c2cccc(C)c2n1 | -25% | 74% | 0% | 0.1% | 9%
COc1ccc(C(=O)OCCCc2cc3ccccc3c(=O)o2)cc1 | 4% | 33% | -6% | 0.5% | /
Cc1ccc(N(C(=O)c2ccc(CN3CCOCC3)o2)C(C(=O)NCCC(C)C)c2cccs2)c(C)c1 (stereo unspecified) | 4% | 12% | 13% | i | -8%
COc1cccc(NC(=S)N2C3CCCC2CC(NC(=O)C2CC2)C3)c1 (stereo unspecified) | 1% | -14% | 6% | 3.2% | -21%
O=C(CSc1nnc(CNC(=O)c2ccc(F)cc2)o1)c1ccccc1 | -6% | 43% | -11% | i | -8%
NC(=O)c1ccc(-n2nnnc2SCC(=O)Nc2ccc(F)cc2)cc1 | -11% | -9% | -1% | 0.2% | 1%
Cc1nn(-c2ccccc2)nc1CNC(=O)C1CCC1 | -4% | 1% | 4% | i | 12%
O=C(CSc1c2c(nc3ccccc13)CCC2)N1CCCC1 | 4% | 16% | -3% | i | -1%
N#Cc1ccc(-c2cccnc2)nc1SCC(N)=O | / | 6% | -2% | 4.7% | 1%
CCOC(=O)C1=C(CC)OC(N)=C(C#N)C1c1ccc(F)cc1F (stereo unspecified) | 2% | -16% | -7% | 0.8% | -2%
O=c1[nH]cnc2scc(-c3ccc(F)cc3)c12 | -4% | 7% | -6% | 6.1% | -8%
O=C(NCCCNC(=O)C(F)(F)C(F)F)C(F)(F)C(F)F | 1% | 6% | -8% | 0.9% | 1%
CCSc1nnc(CCNS(=O)(=O)c2ccc(C(C)=O)cc2)n1C | 7% | -1% | 0% | i | 11%
Cc1cccc(C(=O)N/N=C/C(C)Cc2ccc3c(c2)OCO3)c1 (stereo unspecified) | 4% | 33% | 7% | i | 3%

Copied from the listing for reference:
SMILES | H1N1 NS1A inhibition | M. tuberculosis | M. tuberculosis HTS | VEEV TC-83 Vero | PhoP GFP inhibition | others
O=C(O)COc1ccc2oc3ccccc3c2c1 | -4% | 3% | 0% | 2.2% | -2%
CCOC(=O)CSc1nc(C)c2cccc(C)c2n1 | -25% | 74% | 0% | 0.1% | 9%
COc1ccc(C(=O)OCCCc2cc3ccccc3c(=O)o2)cc1 | 4% | 33% | -6% | 0.5% | /

Carrying on.
SMILES | H1N1 NS1A inhibition | M. tuberculosis | M. tuberculosis HTS | VEEV TC-83 Vero | PhoP GFP inhibition | others
c1cc(N2CCCCC2)nc(N2CCCCC2)n1 | 3% | / | / | 1.2% | /
COCCSc1nnc(NC(=O)C2CC(=O)N(CCc3ccc(F)cc3)C2)s1 (stereo unspecified) | -5% | 1% | 14% | 0.9% | 4%
O=C(Nc1nc2c(Br)cc(Br)cc2c(=O)s1)c1ccco1 | -2% | 9% | 8% | 2.5% | 11%
CC(C)(C)/C(O)=C/c1nc2cc(Cl)ccc2oc1=O | 22% | ? | ? | 0.3% | 18µM*
O=C(CNC(=O)c1cc(Cl)nc2ccccc12)Nc1ccccc1Br | -15% | -7% | -7% | 0.5% | /
C[C@H](CO)N1C[C@H](C)[C@@H](CN(C)S(=O)(=O)c2ccc(F)cc2)Oc2c(NC(=O)Nc3ccc(C(F)(F)F)cc3)cccc2C1=O | 0% | 55% | 58% | i | /
CC(NC(=O)c1ccco1)c1ccc2c(c1)OCCO2 (stereo unspecified) | 2% | 23% | -9% | 2.4% | 1%
O=C(NNC(=O)c1ccc(Cl)nc1)c1ccc(Br)cc1 | 1% | 11% | -4% | 2.1% | /
Cc1ccc(OCC(=O)N(Cc2nnc(-c3ccccc3Cl)o2)C2CC2)cc1C | -14% | 39% | -5% | 6.5% | /
O=C(NCc1ccc(S(=O)(=O)Nc2ccccc2Cl)s1)c1ccccc1 | / | 14% | 0% | i | 11%
O=C(NC1CCN(Cc2ccccc2)CC1)c1c(F)cccc1F | -2% | -2% | 2% | 0.3% | -4%
CN1CCC2(CC1)C1CN(C)CC=C1C(C#N)=C(N)C2(C#N)C#N (stereo unspecified) | 6%&6% | -1%&14% | 4%&-7% | 0.3% | -15%&-6%
COc1ccc(NC(=O)c2cc(-c3cc(OC)c(OC)c(OC)c3)nc3ccccc23)cc1OC | 18% | 2% | 30% | 9.0% | 7%
Fc1ccc(CNCc2ccc(Br)cc2)cc1 | -6% | 53% | -1% | i | -4%
N#Cc1ccccc1NCC(=O)N1CCN(S(=O)(=O)c2ccccc2)CC1 | -2% | 20% | 4% | 1.5% | /
CC/C(C)=N/NC(=S)NCc1ccco1 | -7% | 19% | 48µM* | 1.1% | -3%
N#CCc1c(C#N)c(N)nc(N2CCN(S(=O)(=O)c3ccccc3)CC2)c1C#N | 9% | 15% | 5% | 10% | -4%
O=C(CSc1nnc2c3ccccc3c3ccccc3c2n1)Nc1ccccc1F | 0% | 1% | 52% | i | -1%
C/C(O)=C(\C#N)c1nc2ccccc2[nH]1 | -20% | 40% | 4% | 1.8% | 5%
